From PubChem BioAssay
TbPYK inhibitor = inhibitors of Trypanosoma brucei pyruvate kinase; Q57TT1; TbPYK enzyme, Kinase-Glo Plus ATP luminescence, 45 min; Potency, µM (doses to about 76.8 µM), for the others: top-dose activity, negative = inhibition, most hits filed as inhibitors; actives 0.12% (n = 410,000); AID 624173; also: potency is read from the fitted curve at half-maximal effect; % is scaled to controls: 0 for no effect and ±100 for the full control effect; nearly all actives have a fitted effect of over 50% in size
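ADP (130 uM final) triggers the TbPYK reaction after compound addition; incubation is 45 min at room temperature. Kinase-Glo Plus is then added and luminescence imaged. Normalized data are fitted to concentration-effect curves.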
Shiga toxin inh = blocks Shiga toxin action in Vero cells. AID 2315. inhibition, % at 38.7 µM. actives 9.2% (n = 290,000). Vero cells, Shiga toxin protein synthesis inhibition reporter; in the data active = inhibition mostly above about 28%, no sharp cut-off; inactive = mostly below about 43%; also: 0% is about no effect
Pf growth 48h = inhibits P. falciparum growth in the first generation, 48 h. actives 5.9% (n = 310,000). P. falciparum luciferase growth in erythrocytes, 48 h. Potency, µM (top dose mostly 28.7 µM), inactives show at the top dose activity change, negative = inhibition, usual class: inhibitors. AID 504832; also: potency is read from the fitted curve at half-maximal effect; % is scaled to controls: 0 for no effect and ±100 for the full control effect
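First compound was added to culture medium, then infected red cells at 0.1% parasitemia and 2% hematocrit (final). After incubation at 37 C under 5% CO2, luciferase detection reagent was dispensed and light output recorded.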
LmPK inhibitor = LmPK (Leishmania mexicana) enzyme inhibition; Q27686; purified LmPK, Kinase-Glo ATP luminescence, 1 h; Potency, µM (doses to about 57.5 µM), for the others: top-dose activity change, negative = inhibition, hits mostly inhibitors; actives 0.37% (n = 290,000); also: potency is read from the fitted curve at half-maximal effect; % is scaled to controls: 0 for no effect and ±100 for the full control effect
Target sequence (Q27686 whole entry, looked up): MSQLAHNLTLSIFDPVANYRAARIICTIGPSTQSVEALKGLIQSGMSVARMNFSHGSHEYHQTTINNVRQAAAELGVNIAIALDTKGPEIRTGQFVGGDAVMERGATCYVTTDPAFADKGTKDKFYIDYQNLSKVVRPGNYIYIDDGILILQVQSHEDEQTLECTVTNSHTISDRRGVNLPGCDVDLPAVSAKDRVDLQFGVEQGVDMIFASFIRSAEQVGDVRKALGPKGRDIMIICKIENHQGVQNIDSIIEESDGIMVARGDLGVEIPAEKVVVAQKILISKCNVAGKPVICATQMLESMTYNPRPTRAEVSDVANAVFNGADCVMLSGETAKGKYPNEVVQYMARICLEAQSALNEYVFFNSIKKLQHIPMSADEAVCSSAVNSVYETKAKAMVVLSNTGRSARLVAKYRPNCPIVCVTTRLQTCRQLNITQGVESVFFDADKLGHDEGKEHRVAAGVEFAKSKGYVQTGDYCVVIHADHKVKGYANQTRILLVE
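In 50 mM imidazole pH 7.2 with 7 mM MgCl2, LmPK (0.1 nM) turned over PEP (0.5 mM) and ADP (0.1 mM) for 1 h at room temperature. Luciferase read-out of ATP.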
Pf growth 96h = P. falciparum growth inhibition at 96 hour, primary screen for plastid delayed-death inhibitors. actives 6.9% (n = 320,000). P. falciparum luciferase reporter growth, 96 h. Potency, µM (doses to about 28.7 µM), without a hit: at the highest dose activity change, negative = inhibition, actives largely listed as inhibitors; also: potency is read from the fitted curve at half-maximal effect; % is scaled to controls: 0 for no effect and ±100 for the full control effect
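Cell-based qHTS: luciferase-tagged P. falciparum in erythrocytes (2% hematocrit, 0.05% parasitemia final) incubated with compounds for 96 hours, 37 C, 5% CO2; luciferase detection reagent then added and luminescence measured.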
CHX counter = affects cycloheximide protein synthesis inhibition readout, counter-screen; cell reporter, cycloheximide protein synthesis inhibition counterscreen; max response, %; actives 12% (n = 300,000); in the data active = max response mostly above about 13%, no sharp cut-off; inactive = mostly below about 14%; also: read at 38.3 µM for the half of the compounds with a filed dose; 0% is about no effect
AMA1-RON2 inh = disrupts binding of P. falciparum AMA1 to RON2; AlphaScreen AMA1-biotinylated RON2 peptide binding; Potency, µM (doses to about 58.2 µM), for the others: at the top dose activity change, negative = inhibition, usual class: inhibitors; actives 0.2% (n = 360,000); AID 720542;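 also: potency is read from the fitted curve at half-maximal effect; 0% = vehicle wells and -100% = peptide control; nearly all actives have a fitted effect of over 45% in size; some results filed as inactive show a strong effect at the top dose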
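AMA1 (3D7) with his tag at 25 nM final met compounds first, then biotinylated RON2 peptide at 25 nM; detection used donor plus acceptor beads, 10 µg/mL apiece, read by AlphaScreen after 30 min at room temperature.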
* hit, by the source's call; ? = inconclusive; nt = no result given; [ ] = another dose, or the depositor's remark. Unless noted, calls follow the shape of the dose curve; as a rule, active = well fitted curve in the direction sought with a large enough effect; inconclusive = small, poorly fitted or top-dose-only effect, or another doubt; inactive = no such curve, though single readings can be large; an effect the other way counts as inactive or inconclusive.

nr | compound | TbPYK inhibitor | Shiga toxin inh | Pf growth 48h | LmPK inhibitor | Pf growth 96h | CHX counter | AMA1-RON2 inh
1 | Cn1c(SC2=CS(=O)(=O)c3ccccc32)nc2ccccc21 | 3% | 37 | 5.2µM* | 2% | 5%[5.75 µM] | 15 | -5%
2 | Cc1ccc(N2C(=O)c3ccccc3C(C)(C)C2=O)cc1 | -20% | -6 | ? | 0% | -6% | 0 | 2%
3 | O=C(COc1ccc(Cl)cc1)NCCNC(=O)c1ccccn1 | 0% | -13 | 24% | -3% | 5% | -4 | 4%
4 | O=C(CCSc1ccccc1)Nc1nc2c(s1)CCCC2 | -12% | 162* | 48%[activator] | 7% | nt | 31* | -10%
5 | COC(=O)C1=C(c2ccc(-c3ccccc3)c(F)c2)C[C@@H]2CC[C@H]1N2C(=O)N1CCc2cc(OC)c(OC)cc2C1 | 1% | nt | 5.9µM* | nt | ? | nt | -25%
6 | CS(=O)(=O)n1nc(OC(=O)c2cccc3ccccc23)cc1N | -12% | 72* | 20% | 7% | 5.2µM* | 63* | -19%
7 | C/C(=N/NC(=O)c1cc2ccccc2cc1O)C1C(=O)c2ccccc2C1=O | 2% | -8 | nt | 1% | nt | -2 | 11%
8 | CCc1nnc(NC(=O)CSc2nc(-c3ccc(OC)cc3)ns2)s1 | -5% | 13 | 53%[activator] | 5% | ? | 5 | 11%
9 | CC(C)(C)c1ccc(S(=O)(=O)N2CCC(NC(=O)c3ccco3)CC2)cc1 | -10% | -9 | ? | 1% | 9% | -6 | -4%
10 | Cc1oc2c(c1C(=O)NCCCC(=O)O)CCCC2 | 1% | 9 | nt | 2% | 0% | -1 | 3%
11 | c1ccc2cc3[nH]c(CN4CCCCC4)nc3cc2c1 | 1% | 40 | nt | 8% | -10% | 31 | 24%
12 | COc1ccc(CCNc2oc(-c3ccccc3OC)nc2C#N)cc1 | -5% | 1 | -27% | 0% | -28% | 9 | -4%
13 | NC(=S)Nc1ncc(CCN2CCOCC2)c(-c2ccc(F)cc2)n1 | 3% | -7 | -5% | -5% | ? | -2 | -18%
14 | ClCc1nc2ccccc2n1Cc1ccccc1 | 2% | 11 | 6.6µM* | -3% | ? | 0 | -1%
15 | O=C(Nc1nnc(C2CC2)o1)c1ccc(S(=O)(=O)N2CCc3ccccc3C2)cc1 | 6% | -6 | -17% | 0% | ? | -4 | 82%[activator]
16 | O=C(CCCC(=O)OCC(=O)c1ccc(F)cc1)Nc1cc(C(F)(F)F)ccc1Cl | -6% | -5 | 19% | 0% | nt | 12 | -3%
17 | Cc1ccc(NC(=O)CN2C(=O)C3C4C=CC(C4)C3C2=O)cc1S(=O)(=O)N(C)C (centres undefined) | 7% | -6 | 23% | 5% | -1% | 1 | -9%
18 | COc1cc(C2Nc3ccccc3C(=O)N2c2ccccc2)c(Br)cc1OCC(=O)O (centres undefined) | -2% | 24* | 3% | 3% | 4% | 12 | 1%
19 | Cc1ccc(-n2c(SCC(=O)Nc3ccc4c5c(cccc35)CC4)nc(O)c(C)c2=O)cc1 | 6% | 7 | 10% | 0% | 15% | 4 | 1%
20 | CCN(CC)S(=O)(=O)c1ccc(N2CCN(c3cccc(OC)c3)CC2)c([N+](=O)[O-])c1 | -1% | -4 | ? | 3% | 9.3µM* | -2 | ?
21 | Cc1nc(SC2CC(=O)N(c3ccccc3)C2=O)nc2c1CCCC2 (centres undefined) | -4% | 5 | 6% | -2% | ? | 12 | -11%
22 | Cc1nn(CCCC(=O)N2CCc3ccccc3C2)c(=O)c2cc3sccc3n12 | -3% | -5 | nt | 9% | ? | -2 | -5%
23 | CCOc1ccc(Nc2nc(N)nc(CSC(=S)N3CCN(c4ccccc4)CC3)n2)cc1 | -4% | 25 | 12µM* | -3% | 13µM* | 4 | -22%
24 | S=C(NCc1ccncc1)Nc1cc(Cl)cc(Cl)c1 | 1% | -3 | 13µM* | -1% | 35%[activator] | 1 | 4%
25 | Cc1ccc(C(=O)COC(=O)CN2C(=O)C3C4CCC(C4)C3C2=O)cc1[N+](=O)[O-] (centres undefined) | 1% | -1 | -78% | -1% | 39%[activator] | 1 | 4%

The final four compounds of the part before open the next one.
nr | compound | TbPYK inhibitor | Shiga toxin inh | Pf growth 48h | LmPK inhibitor | Pf growth 96h | CHX counter | AMA1-RON2 inh
22 | Cc1nn(CCCC(=O)N2CCc3ccccc3C2)c(=O)c2cc3sccc3n12 | -3% | -5 | nt | 9% | ? | -2 | -5%
23 | CCOc1ccc(Nc2nc(N)nc(CSC(=S)N3CCN(c4ccccc4)CC3)n2)cc1 | -4% | 25 | 12µM* | -3% | 13µM* | 4 | -22%
24 | S=C(NCc1ccncc1)Nc1cc(Cl)cc(Cl)c1 | 1% | -3 | 13µM* | -1% | 35%[activator] | 1 | 4%
25 | Cc1ccc(C(=O)COC(=O)CN2C(=O)C3C4CCC(C4)C3C2=O)cc1[N+](=O)[O-] (centres undefined) | 1% | -1 | -78% | -1% | 39%[activator] | 1 | 4%
26 | O=C(O)CC/C(=N\NC(=O)CNC(=O)c1ccc(F)cc1)c1ccccc1 | 7% | 6 | 11% | 0% | 48%[activator] | 3 | 59%[activator]
27 | CCOC(=O)CCCCC(=O)c1[nH]c(=O)[nH]c1Cn1cnc2ccccc21 | 1% | -6 | -7% | -7% | nt | -2 | 38µM*
28 | O=C(Cc1ccccc1)Nc1nc(-c2cccc([N+](=O)[O-])c2)cs1 | 1% | -9 | 8% | -4% | ? | -4 | 16%
29 | Cc1ccc(OCc2nnc(SCC(=O)c3cccc([N+](=O)[O-])c3)n2C)cc1 | -16% | -7 | ? | 3% | ? | 5 | 0%
30 | Cc1ccc(OCC(=O)NNC(=O)CSC(=S)N2CCCC2)cc1 | -8% | nt | 5% | nt | 8% | nt | 16%
31 | CCOc1ccc2oc(C(=O)Nc3ccc(N4CCOCC4)cc3)c(C)c2c1 | 0% | -4 | -19% | 1% | ? | 0 | -2%
32 | CNC(=O)N(O)C1N(/N=C/c2ccc(SC)cc2)C(=S)SC1(C)C (centres undefined) | 3% | 4 | -11%[0.00184 µM] | 2% | 0% | 1 | -3%
33 | COc1ccc(-c2nc(CS(=O)CC(=O)NCCN3CCCCCC3)c(C)o2)cc1OC (centres undefined) | -1% | -8 | 9% | -1% | ? | -4 | 13%
34 | CC/C(=N\NC(=O)c1nnn(-c2nonc2N)c1-c1cccc(OC)c1)c1ccc(C)cc1 | -1% | 14 | -11% | 1% | ? | -2 | 78%[activator]
35 | CCN1CCN(CCCNC(=O)C2CCCN(c3nc4c(C)cc(C)cc4s3)C2)CC1 (centres undefined) | -2% | 42* | ? | -1% | ? | 13* | -8%
36 | O=C(c1cccc2ccccc12)N1CCC(N2CCN(c3ccccc3)CC2)CC1 | 9% | -14 | ? | -4% | 41%[activator] | -3 | -24%
37 | COc1cccc(CN(C)Cc2cc(=O)oc3c(C)c(C)ccc23)c1 | 30% | 3 | 6% | -3% | 14% | 16* | 24%
38 | Cc1ccc([N+](=O)[O-])cc1NC(=O)CSc1n[nH]c(-c2cccnc2)n1 | -2% | -8 | 2% | -2% | ? | -4 | -8%
39 | CCC(=O)Nc1nnc(S(=O)(=O)N(CC)c2ccc(Cl)cc2)s1 | -4% | 20 | -5% | 0% | -3% | 2 | -1%
40 | COC(=O)CNC(=S)NC(=O)c1ccc(C(C)(C)C)cc1 | -16% | 78* | 28% | 0% | ? | 32* | 27%
41 | N#CCc1c(C#N)c(N)nc(N2CCN(S(=O)(=O)c3ccccc3F)CC2)c1C#N | -4% | 5 | ? | 4% | ? | 3 | 20%
42 | COCCN(CCOC)S(=O)(=O)c1ccc(C(=O)NC2CCN(Cc3ccccc3)CC2)cc1 | 4% | 21 | 0% | 0% | nt | -4 | 5%
43 | Cc1cccc(NC2=C(NC(=O)c3ccccc3)C(=O)c3ccccc3C2=O)c1 | 16µM* | 30 | 0.47µM* | 3.5µM* | ? | 14* | ?
44 | CCC(=O)Nc1cccc(NC(=O)c2ccccc2Cl)c1 | 2% | 6 | 11% | 8% | ? | -3 | -8%
45 | CCOC(=O)COn1c(=O)c(-c2cc3ccccc3o2)[n+]([O-])c2ccccc21 | -2% | 172* | 160%[activator] | -3% | 146%[activator] | 72* | -5%
46 | O=C1C2CCCN2C(c2ccc(F)c(F)c2)N1c1cccc(Cl)c1 (centres undefined) | -3% | -2 | nt | 5% | 18% | -3 | -10%
47 | CCN=C1S/C(=C\c2ccc(OC)c(OCC)c2)C(=O)N1CC | nt | -16 | -11% | 0% | 0% | -2 | nt
48 | CC(C)C(NC(=O)OCc1ccccc1)C(=O)NCc1ccc(C(=O)O)cc1 (centres undefined) | 6% | -10 | 7% | 2% | 14% | 2 | -3%
49 | O=[N+]([O-])c1cccc(/C=N\N2CCN(c3ccc(Cl)cc3)CC2)c1 | 12% | 0 | -6% | 5% | 8.3µM* | -3 | -4%
50 | CNC(=O)CC1C(=O)N(c2ccc(Cl)cc2)C(=S)N1NC(=O)c1cccc(F)c1 (centres undefined) | 0% | -10 | 5%[0.00184 µM] | 2% | ? | -3 | 116%[activator]

An excerpt from above, limited to LmPK inhibitor and Pf growth 96h.
no. | smiles | LmPK inhibitor | Pf growth 96h
9 | CC(C)(C)c1ccc(S(=O)(=O)N2CCC(NC(=O)c3ccco3)CC2)cc1 | 1% | 9%
10 | Cc1oc2c(c1C(=O)NCCCC(=O)O)CCCC2 | 2% | 0%
11 | c1ccc2cc3[nH]c(CN4CCCCC4)nc3cc2c1 | 8% | -10%
12 | COc1ccc(CCNc2oc(-c3ccccc3OC)nc2C#N)cc1 | 0% | -28%

Retrieved by structure from the list above, 2 records:
nr | compound | TbPYK inhibitor | Shiga toxin inh | Pf growth 48h | LmPK inhibitor | Pf growth 96h | CHX counter | AMA1-RON2 inh
30 | Cc1ccc(OCC(=O)NNC(=O)CSC(=S)N2CCCC2)cc1 | -8% | nt | 5% | nt | 8% | nt | 16%
14 | ClCc1nc2ccccc2n1Cc1ccccc1 | 2% | 11 | 6.6µM* | -3% | ? | 0 | -1%

In another format: results already given
27. CCOC(=O)CCCCC(=O)c1[nH]c(=O)[nH]c1Cn1cnc2ccccc21
28. O=C(Cc1ccccc1)Nc1nc(-c2cccc([N+](=O)[O-])c2)cs1

assay / compound,27,28
TbPYK inhibitor,1%,1%
Shiga toxin inh,-6,-9
Pf growth 48h,-7%,8%
LmPK inhibitor,-7%,-4%
Pf growth 96h,nt,?
CHX counter,-2,-4
AMA1-RON2 inh,38µM*,16%

Continued.
nr | compound | TbPYK inhibitor | Shiga toxin inh | Pf growth 48h | LmPK inhibitor | Pf growth 96h | CHX counter | AMA1-RON2 inh
51 | CC(C)c1ccc(N(CC(=O)N2CCN(Cc3ccccc3)CC2)S(C)(=O)=O)cc1 | 9% | -9 | 3% | 0% | 83%[activator] | 1 | 12%
52 | CN(CCO)c1ccc(/C=N/Nc2nncc3ccccc23)cc1 | -20% | 42* | nt | -15% | 17% | 26* | -5%
53 | Cc1ccc(CNC(=O)c2cc(=O)c3ccccc3o2)cc1 | -3% | 26 | 16% | 11% | 11% | 9 | 13%
54 | CC(C)(C)CC(=O)N1CCN(Cc2ccc3c(c2)OCO3)CC1 | 1% | 48 | 300%[activator] | 3% | 0% | 5 | 3%
55 | CCOc1ccccc1C(=O)N(Cc1ccco1)C1CCS(=O)(=O)C1 (centres undefined) | -11% | 14 | nt | 8% | 20% | -1 | 12%
